GRIN3A LBD mod: NR3A (human) ligand-binding domain modulation; Tm shift relative to glycine control, % at 25 µM; 340,000 tested, 2.5% active; NR3A LBD differential scanning fluorimetry, Tm shift; 0% = protein alone, 100% = glycine-bound protein; AID 1259313;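 active = melting temperature shift of at least 10% of the positive control shift, at one fixed dose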
PfGluPho inh: PfG6PD (Plasmodium falciparum) enzyme inhibition; PfGluPho enzyme, NADPH resazurin-diaphorase fluorescence; inhibition, % at 20 µM; 350,000 tested, 0.78% active; AID 504690;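 active = inhibition reaching at least a set limit at 20 µM in the primary screen, cut at about 59% in these data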;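 also: 0% = DMSO wells with substrate and 100% = DMSO wells lacking glucose-6-phosphate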
MPTP block: blocks calcium-induced mitochondrial swelling; inhibition, % at 10 µM; AID 602449; isolated mouse mitochondria, Ca2+ swelling absorbance, 30 min; 360,000 tested, 1.4% active;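 active = inhibition of 50% or more, scaled per plate between neutral and stimulator controls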;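 also: 0% = DMSO wells given calcium and 100% = 1 mM EGTA wells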
SENP1 inh: SENP1 (human) catalytic domain inhibition | Q9P0U3 | recombinant SENP1 catalytic domain, CyPet-SUMO1-YPet FRET cleavage | 360,000 tested, 0.21% active | inhibition, % at 10 µM;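 active = inhibition at least 30% at 10 µM, raw YFP signal under a set limit, fluorescence ratio 0.5 to 1.5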;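 also: 0% = enzyme with DMSO and 100% = no enzyme wells; some results filed as inactive read as strong as hits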
Target sequence (Q9P0U3 419-644 limits assumed): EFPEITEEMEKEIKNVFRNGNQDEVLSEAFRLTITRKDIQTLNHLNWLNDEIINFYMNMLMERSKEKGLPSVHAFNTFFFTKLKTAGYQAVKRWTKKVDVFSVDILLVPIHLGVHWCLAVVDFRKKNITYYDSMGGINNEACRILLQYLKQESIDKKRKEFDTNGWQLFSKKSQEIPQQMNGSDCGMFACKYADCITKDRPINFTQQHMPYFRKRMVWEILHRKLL
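System: Recombinant human SENP1 catalytic domain, His6-tagged | Incubation: Enzyme reaction for 50 min at room temperature, dark | Medium: Tris pH 8 with BME, BSA, NP40 and catalase | Also added: 25 nM SUMO1 FRET substrate | Compound: 10 µM single point, 0.5% DMSO | Measured by: FRET fluorescence in CFP and YFP emission channels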
ATG4B inhibitor: blocks human ATG4B protease cleavage of LC3 substrate; Q9Y4P1; ATG4B cleavage of LC3-PLA2, NBD-HPC fluorescence, 1 h; inhibition, % at 8.33 µM; 340,000 tested, 0.51% active; AID 504462; in the data active = inhibition above about 40%
hIAP act: increases human intestinal alkaline phosphatase activity | P09923 | activation factor at 10 µM | purified human IAP, CDP-Star luminescence, 30 min; active compounds read high; 1 = vehicle-only enzyme, 0 = enzyme-free background | 330,000 tested, 0.16% active;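 active = activation factor of the enzyme at least 2-fold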; also: the source names both 10 and 20 µM as test concentration; values of inactives mirror those of a sister screen read the other way
SENP8 block: inhibitors of human SENP8 protease; Q96LD8; recombinant SENP8, Nedd8 substrate fluorescence; inhibition, % at 20 µM; 360,000 tested, 0.64% active; in the data active = inhibition mostly above about 40%, no sharp cut-off; inactive = mostly below about 27%
Target sequence (Q96LD8 whole entry, looked up): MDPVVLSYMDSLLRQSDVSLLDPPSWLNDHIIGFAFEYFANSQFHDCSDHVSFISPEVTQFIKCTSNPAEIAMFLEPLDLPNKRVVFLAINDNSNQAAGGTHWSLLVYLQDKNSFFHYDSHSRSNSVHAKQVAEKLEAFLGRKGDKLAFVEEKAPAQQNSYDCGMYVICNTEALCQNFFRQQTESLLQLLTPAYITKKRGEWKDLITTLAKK
SENP6 block: blocks the human protease SENP6 | Q9GZR1 | 330,000 tested, 1.8% active | Recombinant SENP6 catalytic domain, aminoluciferin luminescence | inhibition, % at 10 µM | AID 2599;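 active = inhibition above about 50% at the single tested dose, limit read from the data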;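 also: plate controls were DMSO wells with enzyme for no effect and DMSO wells lacking enzyme for full effect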
Target sequence (Q9GZR1 628-1112 limits assumed): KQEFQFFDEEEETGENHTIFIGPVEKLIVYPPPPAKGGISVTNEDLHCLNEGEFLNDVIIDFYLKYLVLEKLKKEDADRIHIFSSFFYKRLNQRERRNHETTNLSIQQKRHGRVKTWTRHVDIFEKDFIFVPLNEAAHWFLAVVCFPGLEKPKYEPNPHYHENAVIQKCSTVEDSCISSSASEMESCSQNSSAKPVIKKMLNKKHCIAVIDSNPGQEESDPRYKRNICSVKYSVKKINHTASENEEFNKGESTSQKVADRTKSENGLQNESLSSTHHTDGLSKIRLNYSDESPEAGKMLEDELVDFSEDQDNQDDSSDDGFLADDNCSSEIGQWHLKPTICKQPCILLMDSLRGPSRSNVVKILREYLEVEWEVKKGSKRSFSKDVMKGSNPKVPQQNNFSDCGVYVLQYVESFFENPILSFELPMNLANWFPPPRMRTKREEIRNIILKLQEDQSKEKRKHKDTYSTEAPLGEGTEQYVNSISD
* marks the source's active call; other numbers are inactive results; x = not tested or not shown.

SMILES	GRIN3A LBD mod	PfGluPho inh	MPTP block	SENP1 inh	ATG4B inhibitor	hIAP act	SENP8 block	SENP6 block
O=[N+]([O-])c1ccccc1/C=N/N1CCN(Cc2ccccc2)CC1	0	12	0.4	0	5	1	-2	21
Cn1c(C(N)=O)cnc1Sc1ncc(C(F)(F)F)cc1Cl	0	-20	1.2	1	-15	1	20	-23
CC(CNC(=O)CCc1nnc(CCC2CCCCC2)o1)c1ccccc1 (stereo not drawn)	0	-16	-0.8	-1	19	1.5	9	4
COc1cccc(/C=N/NC(=O)CCn2nnc3ccccc32)c1	0	6	-0.1	1	-10	0.85	15	8
O=C(CCC(=O)NNC(=S)Nc1ccccc1)NCc1ccccc1	1	-10	0.6	2	3	1.5	11	6
O=[N+]([O-])c1ccc(N=Nc2ncc[nH]2)cc1	-4	12	1.3	14	4	1	31	11
CSc1ccc(/C=C(\NC(=O)c2ccc(C)cc2)C(=O)NN)cc1	0	7	-1.6	-10	-7	1	-28	-8
Cc1ccsc1CN(C)C(=O)CCc1nnc(COc2ccccc2)o1	-6	6	2.5	1	-4	0.91	10	-23
CCOc1ccc(N(Cc2cc3ccc(C)cc3[nH]c2=O)S(=O)(=O)c2ccccc2)cc1	-3	20	-0.1	1	3	1.1	-20	-5
COCCNCCOCCOc1cccc(OC)c1	0	-2	0.6	-1	-3	0.96	30	2
O=C1c2ccccc2C(=O)N1/N=C/c1ccc(O)c(O)c1O	-2	98*	3.4	19	1	x	83*	x
CCn1c(C(O)c2cccc(OC)c2OC)nc2ccccc21 (stereo not drawn)	1	15	-2.0	1	-5	0.78	24	0
Cc1nc(C)c(C(=O)N2CCCC(CCC(=O)NCc3ccc(F)c(F)c3)C2)s1 (stereo not drawn)	-2	7	-0.6	2	-1	1	11	2
Cc1cc(N2CCCC2)nc2ccc(NC(=S)NCCCN3CCC(C)CC3)cc12	2	15	0.1	-32	-3	1.1	-377	3
O=c1c2c(-c3cccs3)csc2ncn1/N=C/c1ccccn1	2	3	2.3	1	5	1.3	-22	-22
CCc1cc(=O)oc2cc(C)cc(OC(C)C(=O)NCc3cccnc3)c12 (stereo not drawn)	-4	4	0.0	3	-7	1	-320	-11
CC(=O)Nc1ccc2c3c(cccc13)C(=O)N(c1ccccc1)C2=O	-4	0	-0.4	-35	5	1	-422	-5
COCCNC(=O)c1cc(-c2ccccc2C)n(CC2CC(c3cccc([N+](=O)[O-])c3)=NO2)n1 (stereo not drawn)	1	-2	-0.5	2	-9	1	10	8
CCn1cc(C(=O)NCCc2ccc(Cl)cc2)c(=O)c2cc(S(=O)(=O)N(C)C)ccc21	22*	-9	0.7	1	-5	0.91	20	-3
CC(=O)Nc1sc2c(c1CN1CCN(C)CC1)CCCC2	0	-5	-0.6	-1	3	0.84	18	-3
Cc1cc(C)nc(NC(=O)NS(=O)(=O)Nc2ccc(Br)cn2)n1	3	-5	1.6	1	-6	0.88	4	-7
NC(=S)NN=C1c2ccccc2-c2cc(Br)ccc21	7	30	1.7	4	-18	x	15	x
C[C@H](CO)N1C[C@H](C)[C@@H](CN(C)S(C)(=O)=O)Oc2c(NC(=O)C3CC3)cccc2C1=O	-1	2	-1.6	0	-11	1	1	-7
CCCc1ccc(S(=O)(=O)NCC2CCCN2CC)cc1 (stereo not drawn)	0	-10	-0.5	-7	-5	x	17	x
CC(=O)c1c(N)c(C#N)c(C)n1-c1ccc(Br)cc1	0	13	5.7	1	6	1.2	1	5
Going on with the list:
SMILES	GRIN3A LBD mod	PfGluPho inh	MPTP block	SENP1 inh	ATG4B inhibitor	hIAP act	SENP8 block	SENP6 block
CCCNC(=O)c1cc(-c2ccco2)on1	6	3	0.1	-2	-3	1.1	9	-5
Cc1ccc(N=CNc2ccc(C)cc2C)c(C)c1	2	9	0.1	0	2	1.7	11	-16
Cc1ccc(C(=O)NCCCNC(=O)c2ccccc2C)cn1	1	-10	-0.6	2	4	0.91	4	-9
COc1cc(SC)ccc1C(=O)Nc1ccc(S(=O)(=O)N2CCCC2)cc1	2	2	-4.2	1	3	0.96	-12	7
CCCOc1ccc(C(CC(=O)O)NC(=O)c2sc3ccccc3c2Cl)cc1 (stereo not drawn)	2	-3	-2.0	2	9	0.94	13	-4
COc1ccc(C(=O)Nc2nc3ccccc3c(=O)[nH]2)cc1	-8	13	-1.2	1	6	0.82	5	54*
Cn1nc(-c2ccccc2)c(COC(=O)c2cccc(Cl)c2)c1S(=O)(=O)c1ccccc1	0	10	-1.4	0	-11	1.2	15	-6
CN(Cc1ccccc1)S(=O)(=O)c1nnc(NC(=O)c2ccccc2F)s1	-2	28	2.9	-7	15	0.92	-16	27
CCCN(CC(=O)Nc1cc(Cl)ccc1Cl)C(=O)c1ccc(N2CCCC2=O)cc1	-1	14	1.0	2	-12	0.93	4	7
CC1CCCC(C)N1C(=O)COC(=O)c1cccc(S(=O)(=O)N(C)c2ccccc2)c1 (stereo not drawn)	-2	-5	0.3	0	5	0.95	21	1
CCOc1cccc(CNc2ccc(O)cc2)c1OCc1ccc(Cl)cc1Cl	4	69*	4.6	2	24	1.1	69*	1
C=CCn1c(C)cc(C(=O)CSc2nnc(C3CC3)n2C2CC2)c1C	1	39	0.8	4	0	0.84	13	8
CC(=O)c1c(C)n(C)c2ccc(O)cc12	1	-1	-1.4	-2	-3	1.1	10	-29
Cc1sc2ncnc(NCC3CCCO3)c2c1C (stereo not drawn)	0	-12	-2.3	-3	-13	0.91	-7	-3
Cc1cc(OCC(O)CN2CCCC2)cc(C)c1Cl (stereo not drawn)	0	2	-0.1	2	1	1	9	-1
O=C(CSc1nc(=O)[nH]c2c1CCCC2)Nc1cc(C(F)(F)F)cc(C(F)(F)F)c1	10*	16	1.5	-1	-6	0.9	1	-8
C/C(=N/NC(=O)CCC(=O)Nc1cccc(Cl)c1)c1ccc(C)cc1	1	0	-0.7	3	-4	1.3	28	-11
COc1ccc(CNC(=O)C(c2ccco2)N(C(=O)CNS(=O)(=O)c2ccccc2)c2ccccc2C)cc1 (stereo not drawn)	0	-1	-1.0	1	14	1	17	-10
COc1cccc(C2CC(c3ccc(Br)cc3)=NN2C(=O)c2ccncc2)c1OC (stereo not drawn)	-2	0	-1.1	-16	-4	1	1	5
CN(C)CCCO[C@@H]1[C@H]2OC(C)(C)O[C@H]2O[C@@H]1[C@H](O)CO	1	-5	2.9	1	3	0.91	10	-6
Cc1oc2c(C)c3oc(=O)c(CCC(=O)NCCCCCC(=O)O)c(C)c3cc2c1C	0	-13	0.4	-33	8	1	-293	3
CCC(=O)N/N=c1/sc2ccccc2n1C	-8	-7	-3.7	2	-3	1	18	-9
CCOC(=O)c1cc(OC(=O)Cc2ccc(OC)c(S(=O)(=O)N3CCOCC3)c2)cc(C(=O)OCC)c1	x	-17	0.7	3	x	x	17	x
O=P(O)(Cc1ccccc1)Cc1ccccc1	-1	-10	-0.1	1	0	0.98	14	1
CCOC(=O)C1CCCN(c2ncnc3c2cnn3-c2ccc(Cl)cc2)C1 (stereo not drawn)	3	21	-0.3	-1	-5	0.91	13	-8
Other entries follow.
SMILES	GRIN3A LBD mod	PfGluPho inh	MPTP block	SENP1 inh	ATG4B inhibitor	hIAP act	SENP8 block	SENP6 block
Fc1ccc(-c2nnn(Cc3ccccc3Cl)n2)cc1	0	-3	-1.6	2	24	1	9	11
CS(=O)(=O)NCC(c1ccco1)N1CCN(c2ccc(F)cc2)CC1 (stereo not drawn)	2	-7	-1.1	-1	-5	1.1	15	-9
Cn1c(CN2CCCC2)nc2cc(NC(=O)COc3ccccc3)ccc21	-1	-10	-0.1	-30	4	1.1	-309	-10
Cc1ccc(C)c(OC(=O)c2cccnc2Cl)c1C	1	5	1.1	0	-11	0.89	2	6
CCc1nnc2n1N=C(c1ccc(Br)cc1)CS2	-3	-7	0.2	3	-10	1	10	0
C=CCNC(=O)c1ccccc1SCc1c(C)noc1C	2	8	-1.5	1	-7	1.1	10	3
Cc1cccc2cc(C3CC(c4ccco4)=NN3S(=O)(=O)c3ccccc3)c(Cl)nc12 (stereo not drawn)	1	10	0.9	-2	-2	0.86	-41	-1
Cc1cccc(C)c1OCC(=O)Nc1c(C)nn(C)c1C	-1	1	0.0	2	-2	1.2	-1	-3
Cn1nc(C(=O)NCc2cccc(F)c2)cc1C(=O)NCc1cccc(F)c1	-4	-9	-0.3	-1	9	1	7	2
Cc1ccc(Cn2nnc3c(=O)[nH]c(C4CCN(S(=O)(=O)c5ccccc5F)CC4)nc32)cc1	-6	-14	0.3	0	-4	0.95	4	11
CCC1CCC/C1=N\NC(=O)c1ccoc1C (stereo not drawn)	4	9	-3.7	-2	-3	0.97	2	5
CC(=O)c1cccc(NC(=O)CN(C)S(=O)(=O)c2ccc3c(c2)CCC(=O)N3)c1	-1	-9	-1.5	2	-24	0.92	14	8
Cc1nn(-c2ccccc2)c(C)c1-c1ccccc1O	1	-8	-0.1	3	-2	1.1	2	-21
CCOC(=O)c1c(N)sc2c1CCSC2	0	18	-1.7	-31	-4	1	-353	-1
COc1cc(CNc2ccccc2)c([N+](=O)[O-])cc1OC	0	25	-0.8	-4	-4	0.93	-128	8
C=CCN(c1ccc(F)cc1)S(=O)(=O)c1cc(C(=O)OCC(=O)N(C)C2CCS(=O)(=O)C2)ccc1Cl (stereo not drawn)	-1	-15	1.8	0	-8	0.84	33	-21
COc1ccc(CN2C(=O)C(CC(C)C)Nc3ncnc(N4CCCCC4)c32)cc1 (stereo not drawn)	1	19	-0.3	0	-9	0.99	-6	-2

Among those listed so far, 13 have a Cl atom.
SMILES	GRIN3A LBD mod	PfGluPho inh	MPTP block	SENP1 inh	ATG4B inhibitor	hIAP act	SENP8 block	SENP6 block
Cn1c(C(N)=O)cnc1Sc1ncc(C(F)(F)F)cc1Cl	0	-20	1.2	1	-15	1	20	-23
CCn1cc(C(=O)NCCc2ccc(Cl)cc2)c(=O)c2cc(S(=O)(=O)N(C)C)ccc21	22*	-9	0.7	1	-5	0.91	20	-3
CCCOc1ccc(C(CC(=O)O)NC(=O)c2sc3ccccc3c2Cl)cc1 (stereo not drawn)	2	-3	-2.0	2	9	0.94	13	-4
Cn1nc(-c2ccccc2)c(COC(=O)c2cccc(Cl)c2)c1S(=O)(=O)c1ccccc1	0	10	-1.4	0	-11	1.2	15	-6
CCCN(CC(=O)Nc1cc(Cl)ccc1Cl)C(=O)c1ccc(N2CCCC2=O)cc1	-1	14	1.0	2	-12	0.93	4	7
CCOc1cccc(CNc2ccc(O)cc2)c1OCc1ccc(Cl)cc1Cl	4	69*	4.6	2	24	1.1	69*	1
Cc1cc(OCC(O)CN2CCCC2)cc(C)c1Cl (stereo not drawn)	0	2	-0.1	2	1	1	9	-1
C/C(=N/NC(=O)CCC(=O)Nc1cccc(Cl)c1)c1ccc(C)cc1	1	0	-0.7	3	-4	1.3	28	-11
CCOC(=O)C1CCCN(c2ncnc3c2cnn3-c2ccc(Cl)cc2)C1 (stereo not drawn)	3	21	-0.3	-1	-5	0.91	13	-8
Fc1ccc(-c2nnn(Cc3ccccc3Cl)n2)cc1	0	-3	-1.6	2	24	1	9	11
Cc1ccc(C)c(OC(=O)c2cccnc2Cl)c1C	1	5	1.1	0	-11	0.89	2	6
Cc1cccc2cc(C3CC(c4ccco4)=NN3S(=O)(=O)c3ccccc3)c(Cl)nc12 (stereo not drawn)	1	10	0.9	-2	-2	0.86	-41	-1
C=CCN(c1ccc(F)cc1)S(=O)(=O)c1cc(C(=O)OCC(=O)N(C)C2CCS(=O)(=O)C2)ccc1Cl (stereo not drawn)	-1	-15	1.8	0	-8	0.84	33	-21

Assay outcomes as filed in PubChem.
